PI4K2A block – qHTS for small molecular inhibitors of PI4K2A; Phosphatidylinositol 4-kinase type 2-alpha (Homo sapiens), Q9BTU6; purified PI4K2A, ADP-Glo luminescence, 1 h; stronger effect = lower value; activity change, negative = inhibition, % at 76.9 µM; 420,000 compounds, 0.13% hits; AID 1346378, 2018; in the data active = activity change below about -50%; inconclusive = mostly about -30% to -49%;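 also: -100% = wells without enzyme as full effect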
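In this quantitative HTS, ADP production by PI4K2A was quantified luminescently after 1 h at ambient temperature; 100 microM adenosine served as plate-quality control.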
mIDH1 inhibitor – qHTS for Inhibitors of mutant isocitrate dehydrogenase 1 (IDH1): qHTS; Potency, µM (series often up to 76.6 µM), without a hit: at the highest dose activity change, negative = inhibition, hits mostly inhibitors; AID 602179, 2012; 390,000 compounds, 0.093% hits; Isocitrate dehydrogenase [NADP] cytoplasmic (Homo sapiens), O75874; IDH1-R132H enzyme, NADPH consumption, diaphorase/resazurin fluorescence; also: potency is read from the fitted curve at half-maximal effect; % is scaled to controls: 0 for no effect and ±100 for the full control effect; nearly all actives have a fitted effect of over 65% in size
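IDH1-R132H (0.5 ug/mL dispensed) in pH 7.5 Tris buffer was preincubated 30 min with compound, then given a substrate mix of 0.016 mM NADPH and 2 mM alpha-KG for 80 min at room temperature; remaining NADPH was read by diaphorase/resazurin fluorescence.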
TrxR1 substrate – qHTS Assay for Substrates of Mammalian Selenoprotein Thioredoxin Reductase 1 (TrxR1): qHTS. Thioredoxin reductase 1, cytoplasmic (Rattus norvegicus), O89049. purified TrxR1 substrate turnover, NADPH consumption readout. Potency, µM (titrated, usually from 114 µM), for the others: at the highest dose activity change, negative = substrate turnover. 390,000 compounds, 0.01% hits. AID 588456, 2011; also: potency is read from the fitted curve at half-maximal effect; % is scaled to controls: 0 for no effect and ±100 for the full control effect; nearly all actives have a fitted effect of over 50% in size
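Rat TrxR1, dispensed at 90 nM, was prereduced with 400 uM NADPH (final) for 5 min at ~22 deg C, then incubated with compound 15 min before 400 uM selenite. A first-read NADPH fluorescence drop versus no-compound background flagged substrates.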
RXFP1 ag – qHTS Assay for Agonists of the Relaxin Receptor RXFP1 | Relaxin receptor 1 (Homo sapiens), Q9HBX9 | HEK293T-RXFP1 cAMP TR-FRET, 30 min; response scale: percent of porcine relaxin response, buffer zero | Potency, µM (series often up to 57.5 µM), for the others: at the highest dose activation, usual class: activators | 370,000 compounds, 0.3% hits | AID 2676, 2010; also: potency is read from the fitted curve at half-maximal effect; % is scaled to controls: 0 for no effect and ±100 for the full control effect; nearly all actives have a fitted effect of over 60% in size; many of its hits are not listed in these tables
Target sequence (Q9HBX9 whole entry, looked up): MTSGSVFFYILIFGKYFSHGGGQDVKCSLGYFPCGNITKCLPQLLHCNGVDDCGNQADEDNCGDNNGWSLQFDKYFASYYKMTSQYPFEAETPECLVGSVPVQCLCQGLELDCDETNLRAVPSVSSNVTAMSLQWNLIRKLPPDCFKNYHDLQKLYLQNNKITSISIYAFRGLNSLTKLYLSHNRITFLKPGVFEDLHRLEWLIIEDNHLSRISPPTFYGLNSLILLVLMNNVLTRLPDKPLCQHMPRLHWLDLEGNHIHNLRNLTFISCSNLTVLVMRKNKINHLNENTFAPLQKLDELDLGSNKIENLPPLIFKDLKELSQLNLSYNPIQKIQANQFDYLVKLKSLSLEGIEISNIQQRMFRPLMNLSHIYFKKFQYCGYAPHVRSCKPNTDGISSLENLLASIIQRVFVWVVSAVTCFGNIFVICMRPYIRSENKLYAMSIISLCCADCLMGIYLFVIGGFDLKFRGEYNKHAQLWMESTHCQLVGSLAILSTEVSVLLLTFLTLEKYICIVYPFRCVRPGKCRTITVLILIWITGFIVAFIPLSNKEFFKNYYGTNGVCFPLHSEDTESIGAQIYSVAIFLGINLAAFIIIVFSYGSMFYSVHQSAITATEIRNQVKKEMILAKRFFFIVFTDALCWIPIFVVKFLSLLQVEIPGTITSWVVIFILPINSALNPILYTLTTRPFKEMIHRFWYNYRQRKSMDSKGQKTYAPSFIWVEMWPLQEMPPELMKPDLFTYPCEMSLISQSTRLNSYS
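Agonist response is measured as cAMP accumulation in an RXFP1-transfected HEK293T line under PDE4 inhibition. Values are scaled between buffer-only and 29 nM porcine relaxin, and EC50s come from standard Hill equation fits.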
USP1-UAF1 inh – Inhibitors of USP1/UAF1: Primary Screen; Ubiquitin carboxyl-terminal hydrolase 1 (Homo sapiens), O94782; recombinant USP1/UAF1, Ub-Rhodamine cleavage fluorescence; Potency, µM (highest dose often 57.1 µM), for the others: at the highest dose activity change, negative = inhibition, most hits filed as inhibitors; 390,000 compounds, 0.23% hits; also: potency is read from the fitted curve at half-maximal effect; % is scaled to controls: 0 for no effect and ±100 for the full control effect; nearly all actives have a fitted effect of over 60% in size; inactives centre near -12
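1 nM enzyme complex + cpd, 15 min RT; start with Ub-Rho 150nM final; kinetic fluorescence ex 480/em 540, 6 reads q60 s. Buffer 50mM HEPES pH 7.8, 0.5mM EDTA, 0.1 mg/ml BSA, 1mM TCEP, 0.01% Tween-20.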
Vif-APOBEC3F blk – qHTS for Inhibitors of Vif-A3F Interactions: qHTS | AID 602313, 2012 | HeLa A3F-eYFP + Vif (tagged APOBEC3F with the HIV-1 protein that degrades it), YFP fluorescence increase | 390,000 compounds, 0.2% hits | Potency, µM (titrated, usually from 46.1 µM), for the others: top-dose activity, negative = active; also: potency is read from the fitted curve at half-maximal effect; % of control where 0% means no effect; nearly all actives have a fitted effect of over 65% in size
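Fluorescence increase (Ex 488/Em 500-530) after overnight compound treatment at 37 deg C flags inhibition of Vif-driven A3F-eYFP loss in stable HeLa A3F-eYFP/Vif cells seeded overnight beforehand.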
LDHA inh – qHTS assay for inhibitors of human lactate dehydrogenase | 480,000 compounds, 0.15% hits | L-lactate dehydrogenase A chain (Homo sapiens), P00338 | purified LDHA, NADH/diaphorase-resazurin fluorescence; stronger effect = lower value | activity change, % (values are at about 110 or 230 µM) | AID 1347041, 2019; in the data active = activity change below about -30%; inconclusive = mostly about -25% to -30%;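 also: plate controls were DMSO wells for no effect and wells without enzyme for full effect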
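Enzyme activity of human lactate dehydrogenase 5 (2 nM; 0.06 mM NADH, 0.2 mM pyruvate, 5 min, RT) is measured via a resazurin/diaphorase fluorescence readout of residual NADH.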
GRP78 ERSR act – qHTS for Inducers of the Endoplasmic Reticulum Stress Response (ERSR) in Human Glioma: qHTS | U87-MG GRP78 promoter luciferase reporter, 16 h | Potency, µM, for the others: top-dose activation, actives largely listed as activators | 420,000 compounds, 0.02% hits; also: potency is read from the fitted curve at half-maximal effect; series mostly up to about 76 µM; % of control where 0% means no effect; nearly all actives have a fitted effect of over 35% in size
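Stably transfected U87-MG glioma cells carrying a GRP78-based luciferase sensor; 16 h compound incubation. Luminescence end-point read 10 min after Bright-Glo addition at room temperature.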
Vif-A3G inh – qHTS for Inhibitors of Vif-A3G Interactions: qHTS. HeLa A3G-eYFP + Vif (tagged APOBEC3G with the HIV-1 protein that degrades it), YFP fluorescence, overnight. Potency, µM (top dose mostly 46.1 µM), for inactives: at the highest dose activity, negative = active, usual class: inhibitors. 410,000 compounds, 0.076% hits. AID 602310, 2012;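 also: potency is read from the fitted curve at half-maximal effect; % is scaled to controls: 0 for no effect and ±100 for the full control effect; nearly all actives have a fitted effect of over 60% in size; hits raise eYFP signal because A3G escapes Vif-driven loss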
Target sequence (Q9HC16 whole entry, looked up): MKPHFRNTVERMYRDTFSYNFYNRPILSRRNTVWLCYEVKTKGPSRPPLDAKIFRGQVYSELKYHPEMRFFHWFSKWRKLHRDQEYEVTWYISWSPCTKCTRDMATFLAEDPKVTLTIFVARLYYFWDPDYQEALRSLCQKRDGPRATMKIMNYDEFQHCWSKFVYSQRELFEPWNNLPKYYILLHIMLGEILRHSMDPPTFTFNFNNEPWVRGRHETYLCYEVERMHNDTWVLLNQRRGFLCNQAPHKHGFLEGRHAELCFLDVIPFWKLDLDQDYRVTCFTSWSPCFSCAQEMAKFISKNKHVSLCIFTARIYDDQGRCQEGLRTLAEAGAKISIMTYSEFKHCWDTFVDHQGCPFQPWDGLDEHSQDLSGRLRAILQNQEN
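HeLa cells stably expressing Vif and C-terminally eYFP-tagged A3G, seeded overnight at 37 deg C, then exposed to compound by pintool overnight at 37 deg C. Rise in yellow fluorescence (Ex 488/Em 500-530, Acumen) marks blocked Vif-driven A3G degradation.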
Active calls of the source: *; ? = inconclusive; · = not tested or not shown; & = joins results of further samples; [ ] = dose if it differs, or a comment. Unless noted, calls follow the shape of the dose curve; as a rule, active = well fitted curve in the direction sought with a large enough effect; inconclusive = small, poorly fitted or top-dose-only effect, or another doubt; inactive = no such curve, though single readings can be large; an effect the other way counts as inactive or inconclusive. The list is partial; rates above refer to the full screens.

Fields – RXFP1 ag	Vif-APOBEC3F blk	PI4K2A block	TrxR1 substrate	mIDH1 inhibitor	USP1-UAF1 inh	LDHA inh	GRP78 ERSR act	Vif-A3G inh
COc1ccccc1C(=O)Nc1cccc(C(=O)N2CCOCC2)c1
→ 1.7%	-17%	-4	3%	8%	-12%	2	-4%	-1%
CC(=O)c1cccc(NC(=O)C(C)n2c(=O)cc(C)c3c(C)nn(-c4ccccc4)c32)c1 (configuration not stated)
→ ?	-17%	-5	2%[57.1 µM]	10%	?	0	-4%	0%
COc1cc2c(CCNC(C)=O)c[nH]c2cc1O
→ ·	-3%	4&1	36%[activator][57.1 µM]	-5%	-23%	-1	-4%&0%	0%
CCSc1cc(N2CCCC2)nc(-c2ccc(C)cc2)n1
→ 0.6%	-19%	1	1%	3%	-2%	-3	-3%	3%
S=C1NCCc2ccccc2C1c1ccccc1 (configuration not stated)
→ -1.0%	-1%	1	4%	4%	-9%	-7	-9%	0%
CCOC(=O)c1c(C)n(C)c2ccc(OCC(O)CN(CC)CC)cc12 (configuration not stated)
→ -0.3%	0%	-1	-9%	-1%	-14%	-1	-3%	5%
Cc1noc(C)c1-c1ccc(C(=O)Nc2cccc(NS(C)(=O)=O)c2)c2occc12
→ ·	·	-7	·	·	·	-3	-1%	-24%
Cc1cc(OCC(=O)Nc2ccccc2N2CCCCC2)ccc1C(C)C
→ 3.1%	-16%	-1	1%	1%	?	-3	-1%	-10%
CCOc1ncccc1C(=O)NCc1ccc(OC)cc1
→ 2.2%	-1%	1	4%	2%	-9%	-6	-5%	?
COC(=O)c1c(C)noc1-c1ccc(Cl)cc1
→ 0.1%	-9%	1	-7%	-11%	-24%	-4	1%	-5%
COc1cccc(-n2ccnc2SCC(=O)Nc2cc(OC)ccc2OC)c1
→ 3.5%	1%	-8	6%[57.1 µM]	-2%	3%	5	-6%	0%
CCC(=O)c1c[nH]c(C(=O)NCCc2ccccn2)c1
→ -0.7%	-1%	-6	9%[57.1 µM]	0%	-16%	-2	-1%	0%
CCOC(=O)C1(CCOc2ccccc2)CCN(Cc2cnc(C)[nH]2)CC1
→ -0.3%	8%	0	-2%[57.1 µM]	-5%	-11%	-1	-6%	2%
CCn1c(SCC(=O)N/N=C/c2cccs2)nc2ccccc21
→ -0.6%	-13%	-1	-2%	9%	-10%	-4	-3%	-20%
Cc1ccc(/C=C/S(=O)(=O)NCC(=O)OCC(=O)N2CC(=O)Nc3ccccc32)cc1
→ -0.4%	1%	-6	-5%	-1%	-23%	-6	-2%	0%
Cn1c(=O)[nH]c(=O)c2c1nc(Br)n2Cc1ccc(Cl)cc1
→ ·	-2%	-2	·	-3%	-12%	-2	-4%	-14%
CN1C(=O)Cc2cc(S(=O)(=O)N3CCOCC3)ccc21
→ 0.2%	0%	0	-4%	9%	-14%	10	-3%	2%
COc1ccc(C2Nc3ccccc3C(=O)N2NS(=O)(=O)c2ccc(C)cc2)cc1 (configuration not stated)
→ 6.3%	3%	-3	32%[activator][57.1 µM]	9%	1%	-9	-5%	0%
COC(=O)NNC(=O)COc1ccc(Cl)cc1
→ -1.0%	-3%	-2	-8%	0%	-10%	-8	-5%	3%
COc1ccc(N2C(=O)C3C4C=CC(C4)C3C2=O)nn1 (configuration not stated)
→ 0.4%	·	-1	8%	-3%	-20%	-3	-4%	-6%
CCCCCn1c(CNC(=O)CC)nc2ccccc21
→ -0.4%	2%	2	0%[57.1 µM]	3%	-18%	-1	-3%	2%
COc1cc2c(cc1OC)CN(S(C)(=O)=O)CC2
→ -0.2%	-4%	-6	2%	-8%	-25%	15	-6%	2%
CC(=O)Nc1cc(C(=O)N2CCc3ccccc3C2)ccc1Sc1ccc(Cl)cc1
→ 0.8%	2%	1	0%	-3%	-4%	3	-5%	0%
COc1ccc(C(=O)N2CCN(Cc3ccc4c(c3)OCO4)CC2)cc1OC
→ -0.9%	14%	-2	-2%	4%	-7%	-14	-3%	2%
COc1ccc(NC(=O)CCS(=O)(=O)c2cccc3nonc23)cc1
→ -0.4%	-24%	4	5%[57.1 µM]	11%	?	-2	5%	4%
O=C(c1ccc(Cl)c(Cl)c1)N1CCC(=O)N(C(COCc2cccc(C(F)(F)F)c2)Cc2ccccc2)CC1 (configuration not stated)
→ -0.2%	7%	-1	-6%	-13%	4%	-4	-5%	-6%
CCCCn1c(N)c(N(CC(C)C)C(=O)COC(=O)c2ccccc2NCCO)c(=O)[nH]c1=O
→ 2.8%	-10%	3	189%[activator]	0%	-4%	-2	-1%	-2%
COc1ccc(C2=NO[C@@H]3[C@@H]4C[C@@H]([C@H]5C(=O)N(c6ccc7c(c6)OCO7)C(=O)[C@@H]45)[C@H]23)cc1OC
→ 2.2%	1%	0	6%	0%	-19%	8	-3%	-4%
CC(=O)c1ccc(NC(=O)N2CCc3ccccc3C2)cc1
→ 2.8%	6%	-3	6%[57.1 µM]	0%	-6%	-4	4%	0%
C=CCNc1nc2cc(-c3ccccc3C)sc2c(=O)n1C
→ ·	·	1	·	·	·	-11	4%	?
Cc1ccc(NC(=O)Nc2cccs2)nc1
→ -0.1%	-2%	6	-7%	1%	5%	-9	8%	-7%
O=C(O)CNC(=S)N(Cc1ccc(F)cc1)C1CCCCC1
→ 1.4%	-22%	-3	2%[57.1 µM]	9%	-22%	-3	-5%	1%
Cc1noc(C)c1COC(=O)c1ccc(S(=O)(=O)N2CCCCC2)cc1
→ -1.3%	2%	-1	-5%	-3%	-15%	1	-3%	0%
Cc1ccc(N(CC(=O)NC2CCCCC2)C(=O)CCCC(=O)Nc2ccccn2)c(C)c1
→ -0.2%	14%	-4	-17%[57.1 µM]	1%	-19%	-4	0%	-7%
CCOC(=O)COc1ccc(Br)cc1C1NC(=O)NC(C)=C1C(=O)NCc1ccccc1 (configuration not stated)
→ -0.1%	-4%	0	9%	6%	-12%	1	-2%	4%
CCCc1cc(=O)[nH]c(SCC(=O)N2CCN(S(=O)(=O)c3ccc4ccccc4c3)CC2)n1
→ 1.8%	-21%	0	-5%	1%	-1%	-6	-1%	1%
O=C1ON=C(c2ccccc2)/C1=C/c1ccco1
→ -0.3%	-12%	-19	3%	3%	?	3	0%	-2%
CCN(CC)C(=O)c1c(Cl)nc(C)c([N+](=O)[O-])c1C
→ 0.9%	-4%	4	8%[57.1 µM]	-1%	-15%	-2	-2%	-8%
Cc1ccc(C(=O)Nc2ccccc2C(=O)O)cc1S(=O)(=O)N1CCCCCC1
→ -0.2%	0%	-1	-1%	-2%	-21%	-5	?	0%
Cc1ccc2nc3n(c(=O)c2c1)-c1ncccc1C(=O)NC3Cc1ccccc1 (configuration not stated)
→ ·	-6%	8	·	13%	-3%	-18	-4%	0%
COc1ccc2c(C)cc(SCC(=O)N(C)C3CCS(=O)(=O)C3)nc2c1 (configuration not stated)
→ 5.2%	11µM*	-4	10%[0.457 µM]	-3%	-19%	-9	-10%	?
CC1=NN(c2ccc(Br)cc2)C(=O)/C1=C/c1ccc(-c2ccccc2C(=O)O)o1
→ 0.1%	-5%	-50*	-16%	-3%	-9%	-1	-2%	-1%
CSc1ccc(CCNC(=O)Cn2ncn3c(cc4ccccc43)c2=O)cc1
→ 10%	-8%	-2	11%	-4%	?	-4	-3%	2%
Cc1ccccc1OCCn1c(=O)oc2ccccc21
→ 1.1%	4%	5	-11%	9%	-14%	-3	3%	-8%
CC(=O)c1ccccc1NC(=O)CN1C(=O)NC2(CCCCCCC2)C1=O
→ ·	19%	-3	2%	4%	-11%	0	-2%	1%
CCOC(=O)COc1nc2ccc(Br)cc2c(-c2ccccc2)c1C(C)=O
→ 4.4%	9%	-2	-2%	5%	-15%	-5	-1%	-3%
COC(=O)c1nc(C(=O)OC)c(C(=O)OC)nc1C(=O)OC
→ 0.2%	-17%	-1	4%[57.1 µM]	1%	-7%	-6	-8%	-6%
Cc1ccc(C)c(NC(=S)NCCc2c[nH]c3ccccc23)c1
→ 1.4%	-8%	10	-7%	-6%	-12%	-5	-3%	4%
COc1cc(-c2nnc(SCC(=O)OC3CCCCC3)o2)cc(OC)c1OC
→ 2.9%	0%	-2	1%	6%	?	6	?	3%
COc1ccc(C(=O)c2cn(CC(=O)Nc3ccc4c(c3)OCO4)c3ccc(OC)cc3c2=O)cc1
→ -0.7%	1%	1	-13%	-16%	?	-5	-3%	-7%
CCCCN(C(=O)Cn1nnc2ccccc21)C(C(=O)NCCOC)c1ccccc1 (configuration not stated)
→ 1.4%	4%	1	-13%	0%	-2%	-7	-6%	-3%
Nc1cc(N)nc(SCC(=O)NCCC2=CCCCC2)n1
→ -0.7%	3%	-1	-9%	-2%	-2%	-3	-5%	2%
